All columns: NCI-60 one-dose screen, growth in % after 48 h at 10 µM unless noted; 100 = growth as untreated, 0 = no growth, -100 = all killed.
OVCAR-3: OVCAR-3 ovarian cancer. actives 7% (n = 79,000). AID 1794787
DU-145: DU-145 prostate cancer; actives 4.2% (n = 81,000)
SK-OV-3: SK-OV-3 ovarian cancer cells; actives 3.2% (n = 80,000)
SF-268: SF-268 CNS cancer cells; actives 3.1% (n = 82,000); AID 1794759
U251: U251 CNS tumor cells | actives 5.4% (n = 80,000) | AID 1794753
PC-3: PC-3 prostate cancer cells; actives 3.9% (n = 80,000); AID 1794754
OVCAR-5: OVCAR-5 ovarian cancer; actives 2.9% (n = 82,000)
OVCAR-8: OVCAR-8 ovarian cancer; actives 4.4% (n = 81,000); AID 1794782
OVCAR-4: OVCAR-4 ovarian cancer cells. actives 3.7% (n = 80,000). AID 1794784
* hit, by the source's call; . = no result given; & = joins results of further samples; [ ] = dose if it differs, or a comment. Rule for the calls: active = growth percent below 10; inactive = the rest.

[1] C=CCN=C1NC(CC(=O)OCC)CS1 (stereo not given)
[2] COc1ccc(-c2nc3sc4cc(OC)ccc4n3c2-c2nc3cc(Cl)c(Cl)cc3[nH]2)cc1
[3] CCOC(=O)C1OC(Oc2ccc3c(C)cc(=O)oc3c2)[C@@H](OC(C)=O)C(OC(C)=O)C1OC(C)=O (stereo not given in full)
[4] COc1cc(F)c(-c2nc3c(C)cccc3n2Cc2c(F)cccc2F)c(F)c1
[5] C[N+](C)(C)CCOP(=O)([O-])OP(=O)(O)OC[C@H]1OC(n2ccc(N)nc2=O)[C@H](O)[C@@H]1O (stereo not given in full)
[6] COc1ccc(-c2cc(-c3ccc(OC)cc3)n3nc(NC(C)=O)nc3n2)cc1

screen / no.,1,2,3,4,5,6
OVCAR-3,104,106,113,96,113,119
DU-145,109,81,105,108,104,109
SK-OV-3,114,103,.,90,76,125
SF-268,96,76,100,84,107,104
U251,98,100,97,84,103,101
PC-3,96,92,103,64,98,106
OVCAR-5,104,107,102,95,93,114
OVCAR-8,100,76,102,91,97,101
OVCAR-4,110,67,100,78,109,115

[7] COC(=O)c1ccc(CNC(=O)c2ccccc2C(=O)NCC2(CBr)OCCO2)cc1
[8] NNc1nc2c(cnn2-c2ccccc2)c(=O)n1N
[9] O=c1[nH]cc(NCc2ccccc2)c(=O)[nH]1
[10] O=c1nc2oc3c(Cl)cc(Cl)cc3cc-2s1
[11] Cc1ccc2[nH]c3nc(=O)[nH]nc3c2c1
[12] Clc1ccccc1Nc1nc(Nc2cnc3ccccc3c2)c2[nH]cnc2n1

screen / no.,7,8,9,10,11,12
OVCAR-3,108,100&117,110,98,107,58
DU-145,105,107&110,111,100,106,80
SK-OV-3,106,109&97,104,90,108,71
SF-268,103,99&103,107,94,100,81
U251,97,98&101,97,94,94,90
PC-3,93,103&96,99,81,99,39
OVCAR-5,102,115&105,95,101,105,115
OVCAR-8,107,106&99,108,92,100,91
OVCAR-4,106,101&110,103,97,98,99

4 compounds from above, ordered by heavy-atom count, ascending.
[11] Cc1ccc2[nH]c3nc(=O)[nH]nc3c2c1
[9] O=c1[nH]cc(NCc2ccccc2)c(=O)[nH]1
[8] NNc1nc2c(cnn2-c2ccccc2)c(=O)n1N
[12] Clc1ccccc1Nc1nc(Nc2cnc3ccccc3c2)c2[nH]cnc2n1

screen / no.,11,9,8,12
OVCAR-3,107,110,100&117,58
DU-145,106,111,107&110,80
SK-OV-3,108,104,109&97,71
SF-268,100,107,99&103,81
U251,94,97,98&101,90
PC-3,99,99,103&96,39
OVCAR-5,105,95,115&105,115
OVCAR-8,100,108,106&99,91
OVCAR-4,98,103,101&110,99

(further entries)
[13] COc1ccc(CCNc2nc(SC)nc(-c3cccc([N+](=O)[O-])c3)c2C#N)cc1OC
[14] CCOC(=O)/C(=C/CC/C(C)=C/CC/C(C)=C/CCc1ccoc1)CC(=O)N1CCCCC1
[15] CCCCC(C#N)C(N)=O (stereo not given)
[16] O=c1c2ccccc2nc(CN2CCCC2)n1/N=C/c1ccc(Cl)cc1
[17] CN(C)c1ccc(/C=N/n2c(-c3cc(F)c(Cl)cc3Cl)n[nH]c2=S)cc1
[18] Cc1ccc(C2=NN(C=O)C(c3sc(N4CCOCC4)nc3Cl)C2)cc1 (stereo not given)

screen / no.,13,14,15,16,17,18
OVCAR-3,102,12,108,110,112,102
DU-145,92,63,104,107,113,106
SK-OV-3,73,84,98,104,99,93
SF-268,64,66,114,103,102,104
U251,.,67,.,.,103,114
PC-3,75,29,88,102,103,95
OVCAR-5,88,65,106,101,80,106
OVCAR-8,62,72,.,103,95,99
OVCAR-4,5.9*,65,107,103,108,109

[19] Cc1cc2nc(-c3ccccn3)c(-c3ccccn3)nc2cc1C
[20] CN(C)c1ccc(/C=C2\S/C(=N/c3nnc(-c4ccc(O)cc4)s3)NC2=O)cc1
[21] C=CCOC(=O)C1=C(C)NC2=C(C(=O)CC(C)(C)C2)C1c1ccc(O)cc1 (stereo not given)
[22] C[N+](C)(Cc1ccccc1)Cc1ccccc1
[23] CCCCCC(O)(CCCC)CCCC
[24] Cc1c(NC(=O)CCl)c(=O)n(-c2ccccc2)n1C

screen / no.,19,20,21,22,23,24
OVCAR-3,103,52,102,115,115,117
DU-145,104,55,117,119,114,106
SK-OV-3,107,69,92,109,105,121
SF-268,106,59,91,106,111,101
U251,97,32,94,104,99,97
PC-3,96,42,98,67,102,98
OVCAR-5,91,95,99,125,91,108
OVCAR-8,95,53,95,102,100,104
OVCAR-4,118,47,107,111,105,98

[25] CS(=O)CCCCCN=C=S (stereo not given)
[26] CCOC(=O)c1cn2ncnc(Oc3ccc(NC(=O)Nc4ccc(F)c(Cl)c4)c(F)c3)c2c1C
[27] CC(C)Oc1ccc(/C=C2/NC(=O)NC2=O)cc1
[28] C#CCOc1cc(N(CC)CC)ccc1C(C(=O)NC(C)(C)C)N(C(=O)C1CCc2cc(F)ccc2O1)c1ccccc1Br (stereo not given)
[29] CC(=O)N1N=C(c2ccc(Br)cc2)CC1c1cccc(Nc2ccnc3cc(C(F)(F)F)ccc23)c1 (stereo not given)
[30] CSc1ncnc2c1ncn2C1CCCO1 (stereo not given)

screen / no.,25,26,27,28,29,30
OVCAR-3,-20*,113,115,82,88,120
DU-145,9.8*,105,.,74,86,127
SK-OV-3,9.0*,106,111,72,93,104
SF-268,8.9*,95,103,62,72,115
U251,9.0*,100,102,49,83,103
PC-3,32,105,104,27,59,106
OVCAR-5,12,100,102,69,103,98
OVCAR-8,-8.9*,101,112,63,86,109
OVCAR-4,21,106,.,60,75,95

[31] COc1ccc(C2CC(c3c(C)oc4c(OC)c5occc5c(OC)c4c3=O)=NN2c2ccccc2)cc1OC (stereo not given)
[32] Cc1[nH]c2ccccc2c1CCNC(=O)C1CCN(C(=O)c2ccc3ccccc3c2)CC1
[33] CCC1=C2C(=O)c3ccccc3C2=C(C)S(=O)(=O)O1
[34] N=C1/C(=C/c2cc3ccccc3n3nnnc23)C(N)=NN1c1ccccc1
[35] COc1cc(/C=N/N=C(N)N)cc(I)c1O
[36] Nc1nn2c(C=O)c(-c3ccccc3)nc2s1

screen / no.,31,32,33,34,35,36
OVCAR-3,97,91,120,104,122,96
DU-145,87,102,121,111,114,104
SK-OV-3,69,100,107,105,.,147
SF-268,73,92,111,103,110,99
U251,72,92,109,104,105,98
PC-3,53,80,91,79,97,86
OVCAR-5,86,107,110,103,111,86
OVCAR-8,66,87,108,103,105,99
OVCAR-4,67,92,111,104,104,104

[37] CC(C)C[C@@H]1c2c(O)c(C=O)c(O)c(C=O)c2O[C@@H](c2c(O)c(C=O)c(O)c(C=O)c2O)[C@H]1C(C)C
[38] CCCCOC(=O)c1ccc(O)c(OC)c1
[39] C=CCC(S(=O)(=O)CC)S(=O)(=O)CC
[40] C[C@]12CCC(=O)C=C1CCC1C2[C@@H](O)C[C@@]2(C)C1CC[C@]2(O)C(=O)CO (stereo not given in full)
[41] N#CCS(=O)(=O)CC#N
[42] Cc1ccccc1-c1ccccc1

screen / no.,37,38,39,40,41,42
OVCAR-3,111,106,110,106,115,106
DU-145,106,105,108,107,106,97
SK-OV-3,118,110,103,80,94,100
SF-268,104,84,100,95,107,103
U251,94,99,100,101,106,105
PC-3,97,94,100,94,101,94
OVCAR-5,117,95,115,97,107,99
OVCAR-8,107,103,103,95,101,102
OVCAR-4,100,106,104,.,110,93

[43] O=C(O)c1ccc(-n2cc(C(=O)O)c(-c3ccc(O)cc3)n2)cc1
[44] COCC(=O)Nc1ccc(Cl)c(Cl)c1
[45] Nc1nc2nn(-c3ccccc3)nc2c(=O)[nH]1
[46] Cc1nc2sc3c(c2c(C)c1Br)NC(c1ccccc1C(F)(F)F)NC3=O (stereo not given)
[47] S=c1oc(-c2cc(-c3ccccc3)nc3ccccc23)nn1CN1CCN(c2ccccc2)CC1
[48] COc1ccc(C2CC(c3c(O)cc(C)c(Cl)c3C)=NN2c2ccc(S(N)(=O)=O)cc2)cc1 (stereo not given)

screen / no.,43,44,45,46,47,48
OVCAR-3,92,109,162,110,93,102
DU-145,104,112,130,104,102,92
SK-OV-3,90,96,104,80,102,101
SF-268,86,104,114,90,85,76
U251,95,.,106,96,93,91
PC-3,72,84,106,97,97,56
OVCAR-5,100,106,93,111,97,86
OVCAR-8,98,103,117,99,101,101
OVCAR-4,98,103,84,102,94,86

[49] CN1C/C(=C\c2cc3ccccc3[nH]c2=O)C(=O)/C(=C/c2cc3ccccc3[nH]c2=O)C1
[50] Cc1sc2nc3ncc(-c4ccc(Cl)cc4)nn3c(=O)c2c1C
[51] CCOc1ccc([N+](=O)[O-])cc1
[52] COc1cc2c(c(OC)c1OC)C(=O)CC(c1cccc(NC(=O)c3cc(NC(=O)[C@H](C)N)ccc3Cl)c1)O2 (stereo not given in full)
[53] Cn1cc(-c2nc(-c3c[nH]c4ncccc34)cs2)c2cccnc21
[54] CCN1C(=O)N(CC)C2Nn3c(s/c(=C\c4c[nH]c5ccccc45)c3=O)=NC21 (stereo not given)

screen / no.,49,50,51,52,53,54
OVCAR-3,87,111,104,26,83,96
DU-145,105,109,99,36,.,108
SK-OV-3,96,105,110,102,62,102
SF-268,79,100,100,50,91,86
U251,68,97,98,21,72,100
PC-3,87,105,95,22,77,83
OVCAR-5,115,104,113,88,84,94
OVCAR-8,78,107,103,9.0*,83,97
OVCAR-4,84,120,100,44,70,120

[55] Cn1c(=O)c2[nH]c(SSc3nc4c([nH]3)c(=O)n(C)c(=O)n4C)nc2n(C)c1=O
[56] CNc1nc(NC)c2cn[nH]c2n1
[57] O=C(NO)c1ccc(NC(=S)NC(=O)c2ccc(OCc3ccccc3)cc2)cc1
[58] O=S(=O)(c1ccccc1)n1cc2c(c1-c1ccccc1)CCc1sc(Nc3ccccc3)nc1-2
[59] Cc1ccccc1NC(=O)c1ccccc1Cl
[60] COc1cc(C(=O)NNC(=O)c2ccccc2C(=O)O)cc(OC)c1OC

screen / no.,55,56,57,58,59,60
OVCAR-3,.,114,104,72,108,29
DU-145,106,113,102,90,109,57
SK-OV-3,106,97,106,100,102,52
SF-268,100,114,91,87,103,54
U251,101,.,86,79,90,40
PC-3,98,92,88,70,102,55
OVCAR-5,99,106,99,94,99,85
OVCAR-8,104,111,100,80,108,40
OVCAR-4,101,108,86,75,112,78

[61] CCCCCN1C=C/C(=C\C(=O)N(C)c2ccccc2OC(F)(F)F)c2ccccc21
[62] COc1cc(NC(=O)CSc2nc3ccccc3c(=O)n2CCc2ccccn2)cc(OC)c1OC
[63] Cc1c(C(=O)NC(Cc2ccccc2)C(O)C(=O)NCc2ccccn2)[nH]c2ccccc2c1=O (stereo not given)
[64] CCOC(=O)C(CCN(C)C)c1ccccc1 (stereo not given)
[65] Cc1nc2ccccc2c(=O)o1
[66] COc1cc(C2C(C(=O)c3cccs3)=C(O)C(=O)N2CCN2CCOCC2)cc(OC)c1OC (stereo not given)
[67] CCOC(=O)c1[nH]c2c(c1C)-c1[nH]c(=O)c(S(=O)(=O)c3ccccc3)cc1SC2
[68] NC1=NC(=O)NCC1

screen / no.,61,62,63,64,65,66,67,68
OVCAR-3,104,108,105,96,116,102,-15*[100 µM],107
DU-145,103,111,106,105,118,106,15[100 µM],109
SK-OV-3,108,118,107,104,118,109,60[100 µM],106
SF-268,98,101,98,90,117,98,22[100 µM],103
U251,95,95,96,103,106,95,32[100 µM],100
PC-3,96,91,106,87,98,95,-30*[100 µM],93
OVCAR-5,102,96,97,89,99,108,90[100 µM],119
OVCAR-8,93,98,101,111,105,113,25[100 µM],105
OVCAR-4,86,87,111,100,.,110,5.8*[100 µM],107

Assay outcomes as filed in PubChem.
